AGP1 TOR yeast = modulators of TOR pathway AGP1-GFP in S. cerevisiae | S. cerevisiae AGP1-GFP multiplex flow cytometry, 3 h; GFP as percent of DMSO wells | GFP response vs DMSO, % at 10 µM | hit rate 0.02% among 320,000;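 active = GFP response relative to DMSO above a set limit, near screen average plus 3 SD, cut at about 150% in these data; inconclusive = fewer than 70 cells counted for the yeast strain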;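 note: median GFP channel fluorescence of the gated AGP1 strain per well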
LAP4 TOR yeast = yeast TOR pathway LAP4-GFP modulation. S. cerevisiae LAP4-GFP multiplex, flow cytometry GFP, 3 h; median GFP as percent of DMSO wells. GFP response vs DMSO, % at 10 µM. hit rate 0.34% among 320,000;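 active = GFP response vs DMSO above a set limit, about the screen mean plus 3 SD, cut at about 150% in these data; inconclusive = under 70 cell events counted for the yeast strain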
Efflux pump mplx = antifungal efflux pump inhibition, Nile Red retention | S. cerevisiae Candida pump triplex | inhibition, % at 10 µM | hit rate 0.44% among 330,000 | AID 485275;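 active = plate passing quality check with inhibition over a set limit, or well fluorescence over plate mean plus 4 SD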;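 note: Nile Red retained in pooled yeast measured as flow cytometry median fluorescence; 0% = buffer negative control and 100% = Enniatin B positive control; higher means more Nile Red kept so more efflux inhibition; some compounds called inactive have numbers as strong as hits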
MEP2 TOR yeast = yeast TOR pathway MEP2-GFP modulation | S. cerevisiae MEP2-GFP strain, flow cytometry GFP, 3 h; 100% = DMSO control level | GFP response vs DMSO, % at 10 µM | hit rate 0.51% among 330,000;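 active = GFP response versus DMSO above a set limit, roughly screen mean plus 3 SD, cut at about 180% in these data; inconclusive = fewer than 70 cells counted for a yeast strain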;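 note: median GFP fluorescence of the barcode-gated MEP2-GFP cells per well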
CIT2 TOR yeast = alters CIT2-GFP fluorescence in TOR pathway yeast screen; S. cerevisiae CIT2-GFP strain, flow cytometry, 3 h; 100 means same as DMSO wells; GFP response vs DMSO, % at 10 µM; hit rate 0.065% among 320,000;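 active = GFP response relative to DMSO above a set limit, near the screen mean plus 3 SD, cut at about 150% in these data; inconclusive = Fewer than 70 cells measured for a yeast strain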;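 note: ratio of well median GFP fluorescence to mean of DMSO wells on the plate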
RPL19A TOR yeast = modulators of TOR pathway RPL19A-GFP in S. cerevisiae. S. cerevisiae RPL19A-GFP strain, flow cytometry, 3 h; stronger effect = lower value. percent response vs DMSO, % at 10 µM. hit rate 0.3% among 330,000. AID 2025;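 active = percent response vs DMSO below 50%; inconclusive = fewer than 70 events counted for the yeast strain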;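 note: median channel GFP fluorescence of the barcoded RPL19A-GFP strain; ratio of sample median GFP to plate DMSO average so 100% = DMSO; lower means less RPL19A-GFP as with rapamycin TOR inhibition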
AHR activator = activates the human aryl hydrocarbon receptor | P35869 | hit rate 2.5% among 320,000 | AHR-responsive luciferase reporter cells, luminescence | activation, % at 5 µM; in the data active = activation above about 47%;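 note: 0% = vehicle wells and 100% = reference agonist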
Target sequence (P35869 whole entry, looked up): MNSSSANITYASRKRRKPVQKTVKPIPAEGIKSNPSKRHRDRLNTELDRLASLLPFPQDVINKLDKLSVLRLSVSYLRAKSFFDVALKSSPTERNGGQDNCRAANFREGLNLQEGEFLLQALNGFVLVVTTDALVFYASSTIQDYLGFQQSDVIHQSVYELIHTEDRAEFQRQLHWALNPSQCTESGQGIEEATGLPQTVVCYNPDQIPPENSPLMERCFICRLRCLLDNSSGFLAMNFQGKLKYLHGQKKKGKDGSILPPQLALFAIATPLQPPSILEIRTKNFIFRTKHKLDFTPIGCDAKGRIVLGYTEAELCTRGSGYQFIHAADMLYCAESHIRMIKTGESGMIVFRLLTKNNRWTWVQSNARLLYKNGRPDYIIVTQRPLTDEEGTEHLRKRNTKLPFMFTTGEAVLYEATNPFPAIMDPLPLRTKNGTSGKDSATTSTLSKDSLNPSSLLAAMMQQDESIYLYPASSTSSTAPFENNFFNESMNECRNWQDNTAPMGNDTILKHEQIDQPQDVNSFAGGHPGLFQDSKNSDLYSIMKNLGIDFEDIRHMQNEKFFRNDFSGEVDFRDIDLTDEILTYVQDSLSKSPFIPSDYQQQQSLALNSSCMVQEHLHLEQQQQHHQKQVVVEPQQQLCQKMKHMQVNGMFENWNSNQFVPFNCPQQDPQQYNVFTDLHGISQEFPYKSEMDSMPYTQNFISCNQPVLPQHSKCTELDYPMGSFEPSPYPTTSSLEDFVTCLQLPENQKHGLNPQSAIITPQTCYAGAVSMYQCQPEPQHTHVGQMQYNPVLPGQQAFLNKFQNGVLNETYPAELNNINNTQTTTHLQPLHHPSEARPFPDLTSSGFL
CR mimetic SO = yeast age-related superoxide inhibition as caloric restriction mimetic; superoxide response (% of plate mean), % at 10 µM; S. cerevisiae aged cells, superoxide DHE fluorescence; stronger effect = lower value; hit rate 0.18% among 330,000;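 active = superoxide response under a set limit, about three screen SD below normal, cut at about 65% in these data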;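 note: yeast aged for seven days with compound at 30 °C before DHE staining; 100% = average MFI of all compound-treated wells on the plate with controls excluded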
An asterisk follows results filed as active; u = inconclusive; x = not tested or not shown; [ ] = remark or other dose.

SMILES	AGP1 TOR yeast	LAP4 TOR yeast	Efflux pump mplx	MEP2 TOR yeast	CIT2 TOR yeast	RPL19A TOR yeast	AHR activator	CR mimetic SO
O=P(O)(O)Oc1ccccc1P(=O)(c1ccccc1)c1ccccc1	97	105	0.2	103	90	96	2	95
Cc1cccc(NP(C)(=O)c2nc3c(s2)CCCC3)c1 (stereo not drawn)	104	95	0.1	98	102	101	4	91
CNP1(NC)=NC(C(F)(F)F)=NC(C(F)(F)F)=N1	107	89	-0.1	101	105	98	-1	92
CCCn1cc(C(=O)O)cn1	106	111	0.2	98	97	102	1	111
CC1=C2C3OC(=O)C(C)C3CC[C@@]2(C)C=CC1=O (stereo partly drawn)	94	145	-0.1	95	88	89	-3	98
COc1c(C)cc(C(=O)C2CCCN(Cc3cccc(O)c3)C2)cc1C (stereo not drawn)	104	94	0.0	104	105	105	0	100
O=C1NC(=O)N(c2ccccc2F)C(=O)/C1=C/c1ccc(Oc2ccc([N+](=O)[O-])cn2)cc1	101	93	0.1	105	96	104	-2	102
CCC(C)C1N=C(c2ccccc2)c2cc(Cl)ccc2N(CC(=O)NCc2ccco2)C1=O (stereo not drawn)	99	90	0.0	101	99	99	1	101
O=C(O)c1ccccc1-c1ccc(C=C2C(=O)N(c3ccccc3)C(=S)N(c3ccccc3)C2=O)o1	93	117	0.1	117	112	102	5	107
CC1=C(C(=O)OC(C)C)[C@]2(C(=O)N(CC(N)=O)c3ccccc32)C(C#N)=C(N)O1	100	99	0.2	105	97	100	0	91
Cc1cc(NC(=O)CCl)on1	98	98	0.0	98	103	103	-1	92
C=Cn1ccnc1P(=S)(c1ccc(N(C)C)cc1)c1nccn1C=C	98	96	0.1	99	95	101	0	113
O=C(N=Nc1c(O)[nH]c(=O)[nH]c1=O)C1COc2cc3ccccc3cc2O1 (stereo not drawn)	114	100	-0.1	103	107	99	2	111
COC/C=C1\CN2C3C[C@@H]1[C@H]1COC4=Nc5cc(OC)c(OC)c(OC)c5[C@@]43C[C@@H]12	104	102	-0.2	106	101	95	-1	88
CCN1C(=O)/C(=C/c2ccc(N(CC)CC)cc2OC)C(=O)NC1=S	97	93	0.1	98	96	99	3	87
O=c1[nH]c(O)c(C=NC2CCN(Cc3ccccc3)CC2)c(=O)[nH]1	106	110	-0.1	105	111	103	-2	98
CCOC(=O)C1=C(N)OC2=C(C(=O)CC(C)(C)C2)C12C(=O)Nc1ccccc12 (stereo not drawn)	97	99	0.1	102	101	96	9	97
COc1cc(CN2CCN(c3cc(C)ccc3C)CC2)ccc1O	105	99	0.2	98	98	104	-1	91
Cc1ccccc1NC1=NCCCS1	107	114	0.0	113	105	104	0	109
CCCNC(=O)N1[C@H]2CC[C@@H]1C(C(=O)OC)=C(c1ccc(-c3ccccc3)c(F)c1)C2	100	106	1.4	97	94	103	2	102
COC(=O)c1cccc(NC(=O)N2C[C@H]3C[C@@H](C2)c2cccc(=O)n2C3)c1	106	100	-0.1	109	107	102	0	81
Cc1nn(CC(C)C)c(Cl)c1C(=O)NC1CCC(C)CC1 (stereo not drawn)	104	97	0.1	103	104	98	24	96
CCCC(=O)c1cc(CP(=O)(OCC)OCC)oc1C	x	x	-0.1	u	x	42*[may fluoresce violet]	0	74
Cc1cc(OC(C)C(=O)N[C@H](C(=O)O)c2ccccc2)c2c3c(c(=O)oc2c1)CCC3 (stereo partly drawn)	102	102	-0.1	112	103	102	1	101
c1ccc(C2N3CCCN23)cc1 (stereo not drawn)	94	102	0.3	103	93	96	-1	104

Next records:
SMILES	AGP1 TOR yeast	LAP4 TOR yeast	Efflux pump mplx	MEP2 TOR yeast	CIT2 TOR yeast	RPL19A TOR yeast	AHR activator	CR mimetic SO
CCCCCC(=O)N[C@@H](c1ccccc1)[C@@H](O)C(=O)O[C@H]1C[C@@]2(O)[C@@H](OC(=O)c3ccccc3)C3[C@](C)(C(=O)[C@H](O)C(=C1C)C2(C)C)[C@@H](OC1OCC(O)C(O)C1O)C[C@H]1OC[C@@]31OC(C)=O (stereo partly drawn)	96	106	0.1	135	95	93	0	104
O=S1(=O)N(Cc2ccc(F)cc2)CCCN1Cc1ccccc1Cl	108	108	-0.1	106	101	104	-1	101
COc1ccc2[nH]c3c(c2c1)CCNC3	103	104	-0.2	107	99	98	2	88
CCCCn1c(=O)c(C(=O)Nc2ccccc2C)c(O)c2ccccc21	98	94	-0.1	105	108	107	10	112
Cc1nc2c(-c3ccccc3)c(C)nn2c(C)c1CCC(=O)N1CCC2(CC1)OCCO2	89	99	0.0	104	95	92	1	110
C[C@@H]1O[C@@H](O[C@@H]2C=C3CCC4C(CC[C@]5(C)[C@@H](c6ccc(=O)oc6)CC[C@]45O)[C@@]3(C)CC2)[C@H](O)[C@H](O)[C@H]1O (stereo partly drawn)	92	92	0.0	99	88	100	-8	104
CC(C)(C)[C@]1(O)C[C@@H]2OC(=O)C[C@@]23C(=O)O[C@@H]2OC(=O)[C@@H](O)C213 (stereo partly drawn)	102	106	-0.2	102	95	99	1	111
NP(=O)(OCCCc1ccccc1)Oc1ccc(Cl)cc1 (stereo not drawn)	83	122	0.0	92	80	94	-1	105
Cc1nc2cc(-c3ccccc3)nn2c(C)c1CCC(=O)N1CCC2(CC1)OCCO2	105	109	-0.1	106	107	103	-8	104
Cc1c(C=C2C(=O)N(C)C(=S)N(C)C2=O)c2ccccc2n1CC(=O)NCC1CCCO1 (stereo not drawn)	94	71	0.0	99	94	106	x	77
COc1ccc(NC2=NCC(C)S2)cc1 (stereo not drawn)	101	93	-0.1	99	99	102	4	104
O=C1C=C2C=C[C@@H]3CC2(O1)[C@H]1CCCCN31	98	107	0.0	93	99	101	-2	70
CNC(=O)N(C)c1ccc(C(O)(C(=O)OC)C(F)(F)F)cc1 (stereo not drawn)	125	125	-0.1	103	102	99	-1	112
Cc1ccc(C(=O)Nc2ccc(-n3ccnc3P(=O)(O)c3ccccc3)cc2)cc1	98	100	0.1	120	99	101	-1	89
COc1ccccc1CCNCc1ccc(OC)c(OC)c1OC	86	85	0.0	84	83	95	8	121
C/C(=N\NC(=O)c1ccccc1O)c1c(O)n(Cc2ccccc2)c(=O)[nH]c1=O	99	96	0.0	105	106	104	17	85
COc1ccc(-c2[nH]ncc2CNC(C)Cc2ccsc2)c(F)c1 (stereo not drawn)	106	101	0.1	109	101	111	6	77
COC(=O)C1=C(c2cccc(C#N)c2)C[C@@H]2CC[C@H]1N2C(=O)NCc1ccc(F)cc1	105	108	-0.4	100	99	102	0	103
COc1ccccc1N1C(=O)NC(=O)C2(Cc3cc(C)ccc3N(C)C2)C1=O (stereo not drawn)	100	100	-0.1	93	101	97	8	96
N#CC[N+]1(CCCNP2(=O)C=C(c3ccccc3)OC(c3ccccc3)=C2)CCOCC1	91	95	0.0	104	112	96	0	106
COc1cc2c(C(=O)O)c(C)n(C)c2cc1Br	101	100	-0.1	98	101	97	-4	109
Cc1ccc(S(=O)(=O)NCC2CCC(C(=O)N3CCC4(CC3)OCCO4)CC2)cc1 (stereo not drawn)	101	97	0.1	96	95	99	-1	76
C/C(=N\NC(=O)c1ccccc1)c1c(O)n(Cc2ccccc2)c(=O)[nH]c1=O	112	115	0.0	104	99	94	8	94
CCCCc1cc(=O)oc2cc(OCC(=O)N3C[C@H]4C[C@@H](C3)c3cccc(=O)n3C4)c(Cl)cc12	105	104	-0.1	109	100	97	-1	92
CCOS(C)(=O)=O	95	95	0.0	97	81	99	-1	108

Ordered by molecular weight (lowest first): some entries from above
SMILES	AGP1 TOR yeast	LAP4 TOR yeast	Efflux pump mplx	MEP2 TOR yeast	CIT2 TOR yeast	RPL19A TOR yeast	AHR activator	CR mimetic SO
C/C(=N\NC(=O)c1ccccc1)c1c(O)n(Cc2ccccc2)c(=O)[nH]c1=O	112	115	0.0	104	99	94	8	94
Cc1nc2c(-c3ccccc3)c(C)nn2c(C)c1CCC(=O)N1CCC2(CC1)OCCO2	89	99	0.0	104	95	92	1	110
Cc1c(C=C2C(=O)N(C)C(=S)N(C)C2=O)c2ccccc2n1CC(=O)NCC1CCCO1 (stereo not drawn)	94	71	0.0	99	94	106	x	77

The list continues.
SMILES	AGP1 TOR yeast	LAP4 TOR yeast	Efflux pump mplx	MEP2 TOR yeast	CIT2 TOR yeast	RPL19A TOR yeast	AHR activator	CR mimetic SO
Cc1ccc(-n2nc(C)cc2NC(=O)COc2cc(C)cc3oc(=O)c4c(c23)CCC4)cc1	x	109	0.0	110	102	102	0	101
O=C(CCCC1=NS(=O)(=O)c2ccccc2N1)N1CCC2(CC1)OCCO2	104	96	-0.1	102	111	98	2	93
CC(C)OS(C)(=O)=O	107	108	0.0	94	90	96	-2	84
COc1ccc(CC2(CCc3ccncc3)C(=O)NC(=O)NC2=O)c(OC)c1	105	106	0.0	102	99	98	2	104
COC(=O)C1=C(c2ccc(-c3ccccc3)c(F)c2)C[C@@H]2CC[C@H]1N2C(=O)NC1CC1	100	106	-0.1	94	96	99	0	98
CCOc1ccc(-c2cc(C)[n+](CCN3CCOCC3)c(-c3ccc(OCC)cc3)c2)cc1	112	116	0.1	112	111	107	-2	80
Cc1cccc(OP(=O)(Oc2ccccc2)OC(c2ccccc2)C(F)(F)F)c1 (stereo not drawn)	97	96	-1.5	103	96	101	4	108
CC(C)C(=O)Nc1nnc(CCN(CCc2nnc(NC(=O)C(C)C)s2)[N+](=O)[O-])s1	x	x	-0.1	106	x	103	7	80
CC(C)CC(NC(=O)CCCNC(=O)CCC(=O)OC1O[C@H]2OC3(C)CC[C@H]4[C@H](C)CCC(C1C)C24OO3)C(=O)O (stereo partly drawn)	101	99	0.1	109	102	101	0	101
COC(=O)C1=C(N)Oc2cc(C)oc(=O)c2C12C(=O)Nc1ccccc12 (stereo not drawn)	95	86	0.2	98	96	102	9	111
CSc1ncc(CN2CCCC(C(=O)c3cccc(Cl)c3)C2)cn1 (stereo not drawn)	98	99	0.1	95	97	96	4	114
COC(=O)C1=C(c2cccc(C#N)c2)C[C@@H]2CC[C@H]1N2C(=O)NC(C)C	96	95	-0.1	94	94	92	-4	84
NC(N)=N/N=C/c1cn(-c2ccccc2)nc1-c1cccs1	101	112	0.0	93	93	97	50*	117
CC1CCSP(=O)(Oc2ccccc2)O1 (stereo not drawn)	99	103	-0.2	91	92	92	0	99
Clc1ccccc1CN1CCNCC1	89	86	-0.5	98	92	96	-2	111
COC(=O)C1=C(c2cc3ccccc3s2)C[C@@H]2CC[C@H]1N2C(=O)NCC1CC1	86	101	-0.1	95	84	93	0	96
COC(=O)C1C2CC[C@@H](CC1OC(=O)c1ccccc1)N2 (stereo partly drawn)	100	109	0.1	102	101	103	0	104
O=c1c2ccccc2nc(/C=C/c2ccccn2)n1-c1ccccc1	90	92	0.4	104	93	101	2	106
Clc1ccc(-c2nc3ccc(Cl)cn3c2CN2CCCCC2)cc1	97	86	-0.1	100	96	100	x	99
Cc1cc(S(=O)(=O)NC(C)C)ccc1OCC(=O)N1CCN(Cc2ccc3c(c2)OCO3)CC1	98	101	0.1	108	103	98	-1	104
CN1CCc2cc3c(c4c2C1Cc1ccccc1-4)OCO3 (stereo not drawn)	90	97	-0.1	101	100	102	9	109
CCOC(=O)N(C)c1ccc(C(O)(C(=O)OC)C(F)(F)F)cc1 (stereo not drawn)	96	92	-0.1	100	96	98	-1	89
Cc1ccc2c(c1)CNc1ccccc1O2	95	95	0.0	93	93	92	3	95
COC(=O)C1=C(c2ccccc2)C[C@@H]2CC[C@H]1N2C(=O)NCc1ccc(F)cc1	94	89	-0.1	95	94	99	-1	89
COC(=O)C1=C(c2ccccc2)C[C@@H]2CC[C@H]1N2C(=O)NC(C)C	95	94	-0.1	104	89	105	0	107
CC(N=Cc1c(O)n(C2CC2)c(=S)[nH]c1=O)c1ccccc1 (stereo not drawn)	109	112	-0.1	111	103	104	-1	107

Screening data: PubChem, several laboratories

This is a subset. The share of hits here may be higher or lower than overall.
